bIAP act – intestinal alkaline phosphatase (bovine) activation; purified bovine IAP, CDP-star luminescence, 30 min; active compounds read high; fold of DMSO-control signal, blank-subtracted; activation factor at 20 µM; 200,000 compounds, 0.17% hits; AID 1016;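 active means activation factor of 2 or more at 20 µM, a signal rise over negative controls twice the positive control's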
TNAP inh noacc – blocks human TNAP activity with no phosphate acceptor present; 200,000 compounds, 0.26% hits; AID 1012; inhibition, % at 20 µM; purified TNAP, CDP-star luminescence, 30 min;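 active means tissue-nonspecific alkaline phosphatase inhibition above about 50% at 20 µM in the single-dose screen, limit read from the data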;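 further: 0% = DMSO negative control and 100% = EDTA positive control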
Target sequence (P05186 whole entry, looked up): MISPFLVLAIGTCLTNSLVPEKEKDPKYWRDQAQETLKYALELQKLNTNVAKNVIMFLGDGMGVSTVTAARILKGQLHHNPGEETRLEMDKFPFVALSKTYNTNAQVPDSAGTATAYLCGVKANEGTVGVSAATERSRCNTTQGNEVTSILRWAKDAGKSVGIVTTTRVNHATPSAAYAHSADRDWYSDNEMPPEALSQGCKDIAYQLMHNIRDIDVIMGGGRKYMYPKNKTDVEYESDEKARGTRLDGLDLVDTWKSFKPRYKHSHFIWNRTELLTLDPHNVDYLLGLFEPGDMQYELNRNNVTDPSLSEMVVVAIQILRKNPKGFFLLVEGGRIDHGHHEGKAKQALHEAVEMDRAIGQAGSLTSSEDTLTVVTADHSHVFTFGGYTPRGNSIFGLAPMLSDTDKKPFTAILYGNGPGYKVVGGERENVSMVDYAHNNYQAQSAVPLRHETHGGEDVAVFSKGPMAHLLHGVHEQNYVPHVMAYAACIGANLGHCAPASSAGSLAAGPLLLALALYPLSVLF
RAM network inh – blocks the yeast RAM network; inhibition, % at 50 µM; AID 868; 190,000 compounds, 1.8% hits; S. cerevisiae dse1pr::URA3 reporter, 5-FOA growth OD615, 2 d; analog-sensitive cbk1-as2 kinase mutant strain;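 active means inhibition above a set limit, 3 SD over mean compound inhibition, cut at about 8.4% in these data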;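 further: 0% = DMSO-only wells with no growth and 100% = 10 µM 1-NA-PP1 full growth; inhibition rescues growth on 5-FOA so higher OD means more RAM inhibition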
APP 5UTR inh – APP translation inhibition; SH-SY5Y APP 5'UTR-luciferase reporter, luminescence; inhibition, % at 2 µM; AID 1285; 190,000 compounds, 0.82% hits;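 active means inhibition above a set limit, derived from the sample mean plus 3 SD, cut at about 45% in these data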; further: values of inactives mirror those of a sister screen read the other way
Lmaj promast – inhibitors of Leishmania major promastigote growth. Leishmania major promastigotes, resazurin fluorescence viability. inhibition, % at 10 µM. 200,000 compounds, 9% hits. AID 1063; in the data active means inhibition above about 50%;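 further: promastigotes grown with compound for 44 hours at 28 °C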
TNAP act hiacc – increases human TNAP activity under high phosphate acceptor concentration; purified TNAP, CDP-star luminescence, 1 M DEA, 30 min; active compounds read high; 0 = EDTA background, 1 = DMSO-only activity; AID 1136; activation factor at 20 µM; P05186; 200,000 tested, under 10 active;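 active means activation factor at least 2 at 20 µM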
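system = human TNAP | amount = enzyme diluted 1/800 final | reagent = 100 µM CDP-star substrate | signal = luminescent substrate turnover signal | dosing = one dose, 20 µM | benchmarks = EDTA negative control, DMSO positive control | measure = activation factor | timing = 30 min reaction, room temperature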
bIAP inh – intestinal alkaline phosphatase (bovine) inhibition. purified bovine IAP, CDP-star luminescence, 30 min. inhibition, % at 20 µM. 190,000 tested, under 10 active. AID 1019;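 active means over 50% inhibition of intestinal alkaline phosphatase at 20 µM in the single-dose screen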
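Assay system: bovine IAP enzyme; medium: DEA buffer 100 mM, pH 9.8, with MgCl2 1.0 mM, ZnCl2 0.02 mM; doses: 20 µM single dose; incubation: enzyme reaction for 30 min at room temperature; detection: CDP-star luminescence signal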
FLuc stim CS – affects firefly luciferase, flagging false hits in luciferase stimulation screens. P08659. ATPlite luciferase biochemical, luminescence, 10 min; 0 = ATP-free wells, 1 = DMSO control. activation factor at 10 µM. 200,000 tested, under 10 active. AID 1027;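 active means luciferase activation factor, scaled between plate controls, of at least 2 with compound at 10 µM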
Target sequence (P08659 whole entry, looked up): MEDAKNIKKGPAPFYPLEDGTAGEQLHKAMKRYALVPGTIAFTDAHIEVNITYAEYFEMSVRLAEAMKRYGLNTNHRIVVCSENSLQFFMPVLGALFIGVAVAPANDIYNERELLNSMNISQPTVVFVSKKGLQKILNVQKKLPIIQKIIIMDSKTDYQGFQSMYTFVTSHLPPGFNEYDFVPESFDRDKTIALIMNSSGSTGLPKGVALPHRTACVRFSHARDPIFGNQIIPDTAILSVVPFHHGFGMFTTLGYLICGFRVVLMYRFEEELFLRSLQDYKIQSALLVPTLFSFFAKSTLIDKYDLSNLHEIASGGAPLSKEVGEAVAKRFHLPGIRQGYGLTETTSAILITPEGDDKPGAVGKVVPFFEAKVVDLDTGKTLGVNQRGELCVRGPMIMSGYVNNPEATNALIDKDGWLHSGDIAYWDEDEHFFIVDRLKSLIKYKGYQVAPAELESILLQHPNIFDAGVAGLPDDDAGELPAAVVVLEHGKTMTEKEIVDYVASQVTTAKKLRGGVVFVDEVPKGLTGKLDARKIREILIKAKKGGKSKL
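Assay system – cell-free luciferase reagent · Medium – PBS-based ATP solution · Dosing – test compounds dosed from 2 mM stocks in 100% DMSO · Timing – 10 min, room temperature · Technique – light output (luminescence) · Measure – luminescence gain marking luciferase activators · Controls – No-ATP low control, compound-free enzyme-plus-ATP high control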
FLuc inh counter – counter-screen for luciferase assay inhibitors: firefly luciferase inhibition; 200,000 compounds, 1.5% hits; inhibition, % at 10 µM; ATPLite firefly luciferase biochemical luminescence, 10 min; AID 1006; P08659;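 active means inhibition above about 50% when tested at 10 µM, limit read from the data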
TNAP inh hiacc – inhibitors of human TNAP at high phosphate acceptor concentration. P05186. purified TNAP, CDP-star luminescence, 1 M DEA. inhibition, % at 20 µM. 200,000 compounds, 0.03% hits;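 active means over 50% inhibition of tissue-nonspecific alkaline phosphatase at 20 µM in the single-dose screen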;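 further: plate controls were DMSO wells for no effect and EDTA-quenched wells as full inhibition for full effect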
The depositor's hits bear a star; nt = not tested or not shown.

#	Compound	bIAP act	TNAP inh noacc	RAM network inh	APP 5UTR inh	Lmaj promast	TNAP act hiacc	bIAP inh	FLuc stim CS	FLuc inh counter	TNAP inh hiacc
1	CCC(=NCC1CCCO1)c1c(O)n(-c2ccccc2)c(=O)[nH]c1=O (stereo unspecified)	0.9	-8	1.5	4	1	1	7	1	-3	-1
2	COCCCn1c(N)c(C(=O)OC(C)COC)c2nc3ccccc3nc21 (stereo unspecified)	1.1	-12	0.8	-12	45	1	-7	1.1	-5	-1
3	O=P(Oc1ccccc1)(Oc1ccccc1)C(Nc1ccccc1)c1ccccc1 (stereo unspecified)	1	-7	9.4*	-12	-4	1	4	1.1	-6	-1
4	CC(C)N1C(=O)CC2(CC[N+](C)(CCOC(=O)C(O)(c3ccccc3)c3ccccc3)CC2)C1=O (stereo unspecified)	0.9	-9	0.6	0	93*	1	7	1	-4	-2
5	CCCCn1c(NS(=O)(=O)c2ccccc2)c(C(=O)OCC)c2nc3ccccc3nc21	1.1	-33	3.3	-3	99*	1	-11	1.1	-6	4
6	Cc1cccc(C(=O)NC(Oc2ccccc2)C(Cl)(Cl)Cl)c1 (stereo unspecified)	1	-9	8.3	-14	-3	1	2	1	-3	-4
7	COc1ccc(CN2CCCC(C(=O)c3sccc3C)C2)cc1O (stereo unspecified)	1	-3	1.5	2	39	1	-4	1.1	-8	-3
8	CP(=O)(O)CCCN	0.9	-11	-0.5	-11	-1	1.1	6	1	-2	-7
9	Cc1cc2ccccc2c(=O)n1CC(=O)NCC(=O)N1CCC2(CC1)OCCO2	1	-13	1.9	-17	0	1	2	0.9	6	3
10	Cc1[nH]c2ccccc2c1CCCNC1CCCCC1	0.7	-13	1.4	-2	5	1	25	1	4	2
11	O=C(CNC(=O)c1cccc(Cl)c1)Nc1ccc(Br)cc1C(=O)c1ccccc1	1	-3	6.2	12	59*	1	-4	1.1	-6	-2
12	O=C(OCC(=O)c1ccc([N+](=O)[O-])cc1)/C(=C/c1ccc(Cl)cc1)NC(=O)c1ccccc1	1.2	-8	4.9	8	-2	1	-19	1.1	-6	0
13	CCCCn1c(O)c(C(C)=Nc2ccc(C(=O)O)cc2)c(=O)[nH]c1=O	1	5	-1.5	14	-8	1	0	1.1	-7	-1
14	O=C(/C=C/c1ccccc1)c1c(O)n(CCc2ccccc2)c(=O)[nH]c1=O	1	-9	3.4	-6	60*	1	2	0.8	16	0
15	CCN1CCN(Cc2ccc(C)cc2)CC1	0.9	1	1.3	17	1	1.1	11	1.1	-10	-8
16	CCCNC(=O)c1c(N)n(CC2CCCO2)c2nc3ccccc3nc12 (stereo unspecified)	1.2	-15	-1.4	4	30	1.1	-21	1	-4	-9
17	CCOc1cc2[nH]c(=S)n(CCCC(=O)N3CCC4(CC3)OCCO4)c(=O)c2cc1OCC	1.2	-3	1.4	8	-1	1.1	-21	1	1	-8
18	CCC(C)n1c(O)c(/C=N/N2CCOCC2)c(=O)[nH]c1=S (stereo unspecified)	0.9	-8	2.9	26	55*	1	8	1.1	-7	-2
19	Cc1ccc2c(c1)C1CN(C)CCC1N2C(=O)Cn1nnc(-c2ccccc2F)n1 (stereo unspecified)	1	-18	-0.6	0	10	1	-3	1	-4	-5
20	Cn1c(O)c(C(c2ccncc2)c2c(O)n(C)c(=S)n(C)c2=O)c(=O)n(C)c1=S	0.9	-8	-0.4	1	-2	1.1	14	1.1	-12	-6
21	Cc1ccc2c(c1)C1CN(C)CCC1N2C(=O)c1ccco1 (stereo unspecified)	1.1	-3	0.3	1	0	1	-8	1	4	-2
22	COc1ccc(C(CC(=O)N2CCC3(CC2)OCCO3)NS(=O)(=O)c2ccc(OC)cc2)cc1 (stereo unspecified)	1.1	-11	0.0	-15	0	1	-10	1.1	-7	-4
23	O=C(C(Cc1ccccc1)NS(=O)(=O)c1ccc(F)cc1)N1CCC2(CC1)OCCO2 (stereo unspecified)	1.1	-8	1.9	3	1	1	-5	1	3	1
24	N#CC1=C(N)Oc2c(c(=O)sc3ccccc23)C1c1ccncc1 (stereo unspecified)	1	-11	1.2	1	-1	1	-4	1.1	-6	-1
25	Nc1cc(Cl)c2nonc2c1[N+](=O)[O-]	0.3	2	-0.1	96*	98*	1	nt	1	-2	4
26	Cc1ccc[n+](CC(O)Cn2c3ccccc3c3ccccc32)c1 (stereo unspecified)	1	-12	1.8	-1	-4	1	0	1	3	1
27	O=c1[nH]c(=S)n(CCC2=CCCCC2)c(O)c1C=NCCCn1ccnc1	0.6	18	0.6	-25	0	1	36	1.1	-7	-3
28	O=C(O)CCn1cc(C=C2C(=O)NC(=O)NC2=O)c(-c2ccc(Br)cc2)n1	1	8	2.1	-1	50	1	3	1.1	-7	4
29	Cc1ccc(Cn2nc(C)c(C=O)c2Cl)cc1	1.1	-14	-0.5	-14	-6	1	-7	1.1	-12	-4
30	Cc1ccc(-n2c(O)c(/C=N/NC(=O)c3ccncc3)c(=O)[nH]c2=O)cc1C	0.9	-39	0.7	2	-6	1.1	7	1.1	-8	-8
31	O=[N+]([O-])c1ccc(N2CCCC2)c2ncccc12	0.9	11	2.2	-23	5	0.8	10	1	-3	21
32	CCn1cc(CN2CCCC(C(=O)c3cccc(OC)c3)C2)c(C)n1 (stereo unspecified)	1	-8	1.6	-5	78*	1	-2	1	-2	-3
33	COc1ccc2c3c([nH]c2c1)C(C)=NCC3	1.1	-14	1.9	-8	1	1	-13	1.1	-6	-2
34	NCC(O)c1ccc(O)cc1 (stereo unspecified)	0.8	-10	0.1	-4	-6	1	18	1	-5	0
35	COc1ccc(CN2CCCC(C(=O)c3ccccc3SC)C2)cc1O (stereo unspecified)	1.1	-2	-1.1	1	63*	1	-10	1	-1	-1
36	CC(C)N(CC(O)c1cccc([N+](=O)[O-])c1)C(C)C (stereo unspecified)	1	14	0.9	0	2	1.1	-3	1.1	-7	-7
37	Cn1c(=O)cc(OCC(=O)N2CCC3(CC2)OCCO3)c2ccccc21	0.9	-12	-0.2	-5	-7	1	7	1.1	-5	1
38	CCCOC(=O)c1c(N)n(Cc2cccs2)c2nc3ccccc3nc12	0.9	-3	4.7	12	29	1.1	12	1.1	-6	-8
39	O=C(CN1CCN(c2ccccc2F)CC1)Nc1cccnc1Cl	1	-2	-0.4	-20	6	1	0	1.1	-9	-3
40	Cc1cc(C)c(S(=O)(=O)NCC2CCC(C(=O)N3CCC4(CC3)OCCO4)CC2)c(C)c1 (stereo unspecified)	1	-9	3.3	-10	1	1	4	1	-4	-5
41	Clc1ccc(OCC#CCN2CCOCC2)cc1	1	-16	0.8	-3	-3	1.1	4	1	-4	-5
42	CCNc1nc(Cl)nc(NC(C)C)n1	1	0	0.3	-10	-2	0.9	4	0.9	5	5
43	O=C(Nc1ccc(F)cc1)N1CC2CC(C1)c1cccc(=O)n1C2 (stereo unspecified)	1	-6	-0.8	9	-1	1	-2	1	-4	-4
44	CN(C)c1cccc2c(C#N)ccc(N(C)C)c12	0.8	-1	1.9	-18	17	0.9	25	1	-2	7
45	Cc1ccsc1C(=O)C1CCCN(Cc2cnn(C)c2)C1 (stereo unspecified)	1	-11	1.1	-10	34	1.1	-4	1.1	-6	-7
46	c1ccc(CCn2nnnc2CN2CCC(n3nnc4ccccc43)CC2)cc1	1	-12	-0.9	13	-3	1	-3	1	-2	-3
47	O=C(c1cc(-c2ccc(Cl)cc2)n(-c2ccc(Cl)cc2Cl)n1)N1CCOCC1	1	-6	0.8	7	28	1	0	1	-3	-4
48	NC(=O)Cn1cc(C(=O)c2ccccc2F)c2ccccc21	1	-10	4.6	14	-6	1	1	1	0	-2
49	COC(=O)C(O)(c1ccc(NC(=O)Oc2ccccc2)cc1)C(F)(F)F (stereo unspecified)	0.6	-11	1.8	-18	-1	1.1	41	0.9	14	-8
50	Cc1cccc(N2C(=O)NC(=O)/C(=C\c3cnn(-c4ccccc4)c3)C2=O)c1	1	-10	-1.1	0	-2	1.1	2	1.1	-8	-5
51	S=C1CN=C(c2ccccc2)c2cc(Cl)ccc2N1	1.1	-2	-0.2	6	6	1	-7	1	2	3
52	CCNc1cc(N2CCN(C)CC2)ccc1[N+](=O)[O-]	0.7	14	1.9	-17	8	0.8	30	1	0	19
53	O=C(Nc1cccc(Cl)c1)c1c(O)c2c(n(Cc3ccccc3)c1=O)CCCC2	0.9	-7	2.6	-2	3	1	15	1.1	-8	-1
54	COc1ccc(CCC(C)NCCc2ccccc2)cc1 (stereo unspecified)	0.9	-18	2.0	-14	89*	1.1	10	1	1	-6
55	COc1ccc(-c2nc3ccccc3c(=O)n2-c2nccs2)cc1	0.9	-2	2.2	10	1	1	9	0.9	8	-2
56	CN1CCN(c2ccc(S(C)(=O)=O)cc2[N+](=O)[O-])CC1	1	-8	3.4	-15	54*	1	3	1	-1	3
57	CCOc1ccc(N2C(=O)NC(=O)/C(=C\c3ccc(N4CCOCC4)cc3C)C2=O)cc1	1.1	-3	1.9	-8	-5	1.1	-8	1	0	-7
58	COc1ccc(C=C2C(=O)N(C)C(=O)N(C)C2=O)cc1CSc1ccccn1	0.9	-2	-0.8	14	-2	1	8	1.1	-7	-2
59	O=C(NC1(C(F)(F)F)Oc2ccccc2O1)N1CCC2(CC1)OCCO2	0.9	23	1.1	14	-1	0.9	6	1	-2	10
60	C=CCN1C(=O)NC(=O)/C(=C/c2ccoc2)C1=O	0.9	-2	-0.8	-8	10	1	15	1.1	-6	-3
61	CC(C)(C)NC(=O)C1CC2CCCCC2CN1 (stereo unspecified)	1.3	-4	-0.1	0	0	1	-26	1	4	-1
62	O=C1NC(=O)N(CCc2ccc(F)cc2)C(=O)/C1=C/c1ccco1	0.8	1	1.6	-14	0	1	16	1.1	-6	0
63	Fc1ccccc1CCNCc1ccccc1	1	-4	1.0	-7	-1	1.1	4	1.1	-7	-6

Part of the list above, reformatted:
[58] COc1ccc(C=C2C(=O)N(C)C(=O)N(C)C2=O)cc1CSc1ccccn1
  bIAP act: 0.9 | TNAP inh noacc: -2 | RAM network inh: -0.8 | APP 5UTR inh: 14 | Lmaj promast: -2 | TNAP act hiacc: 1 | bIAP inh: 8 | FLuc stim CS: 1.1 | FLuc inh counter: -7 | TNAP inh hiacc: -2
[59] O=C(NC1(C(F)(F)F)Oc2ccccc2O1)N1CCC2(CC1)OCCO2
  bIAP act: 0.9 | TNAP inh noacc: 23 | RAM network inh: 1.1 | APP 5UTR inh: 14 | Lmaj promast: -1 | TNAP act hiacc: 0.9 | bIAP inh: 6 | FLuc stim CS: 1 | FLuc inh counter: -2 | TNAP inh hiacc: 10
[6] Cc1cccc(C(=O)NC(Oc2ccccc2)C(Cl)(Cl)Cl)c1 (stereo unspecified)
  bIAP act: 1 | TNAP inh noacc: -9 | RAM network inh: 8.3 | APP 5UTR inh: -14 | Lmaj promast: -3 | TNAP act hiacc: 1 | bIAP inh: 2 | FLuc stim CS: 1 | FLuc inh counter: -3 | TNAP inh hiacc: -4
[34] NCC(O)c1ccc(O)cc1 (stereo unspecified)
  bIAP act: 0.8 | TNAP inh noacc: -10 | RAM network inh: 0.1 | APP 5UTR inh: -4 | Lmaj promast: -6 | TNAP act hiacc: 1 | bIAP inh: 18 | FLuc stim CS: 1 | FLuc inh counter: -5 | TNAP inh hiacc: 0

Compound activity (PubChem)

Some of the compounds tested; rates above refer to the full screens.
